HCV NS3 hel inh: blocks Hepatitis C virus NS3 helicase unwinding. 290,000 tested, 0.56% active. AID 1800. NS3 helicase DNA unwinding, Cy5 molecular beacon fluorescence. inhibition, % at 10.9 µM;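 active = inhibition above the mean of all tested compounds plus 3 SD, set per campaign, cut at about 35% in these data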;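 also: 0% = DMSO wells and 100% = thioflavine S control wells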
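test system = hepatitis C virus NS3 helicase domain fragment enzyme | reagent = annealed dual-labelled DNA beacon duplex, ATP-started | times = 1 h at 25 °C | detection = Cy5 fluorescence, 0 and 60 min reads | read-out basis = percent inhibition from t60/t0 fluorescence ratio | control set = DMSO and thioflavine S | replication = one well per compound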
p-CIP stab down: compounds decreasing mouse p/CIP protein stability | F442A p/CIP-EGFP cells, EGFP fluorescence, 16 h | AID 1984 | Q05BA5 | 290,000 tested, 0.01% active | decrease of EGFP signal, % at 10 µM;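 active = EGFP signal decrease of at least 30% at 10 µM or well 3 SD below plate mean, unless failing retest; inactive = the rest, including hits failing retest or dose response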; also: some compounds called inactive have numbers as strong as hits; many of its hits are not listed in these tables
IDE cell activ: boosts human insulin-degrading enzyme activity in HEK cells; P14735; 340,000 tested, 0.073% active; FAbeta-B cleavage, fluorescence polarization; 0% vehicle, 100% cell-free pure enzyme wells; activation, % at 5.96 µM; AID 493087;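 active = activation above the mean of all tested compounds plus 3 SD, set per screening campaign, cut at about 17% in these data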
IDE inh: inhibits human insulin-degrading enzyme in HEK cells | inhibition, % at 5.59 µM | FAbetaB cleavage, fluorescence polarization | 320,000 tested, 0.41% active | P14735;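 active = percent inhibition above the average of all tested compounds plus 3 SD, set per screening campaign, cut at about 16% in these data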;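 also: IDE supplied by intact live HEK cells; FP after avidin binding of uncleaved biotin substrate so inhibition keeps polarization high; 0% = DMSO wells and 100% = 60 µM reference IDE inhibitor Ii1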
DNA FID counter: counter-screen for HCV NS3 helicase inhibitors: DNA intercalator displacement; DNA fluorescent intercalator displacement, fluorescence; 290,000 tested, 0.17% active; inhibition, % at 7.9 µM; in the data active = inhibition above about 37%;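 also: 0% = vehicle and 100% = reference compound; higher means more ethidium bromide displaced from hairpin DNA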
M18AAP inhibitor: PfM18AAP enzyme inhibition; recombinant PfM18AAP, H-Glu-NHMec fluorogenic cleavage; inhibition, % at 7.35 µM; 290,000 tested, 1.2% active; AID 1822;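 active = inhibition above the campaign mean inhibition over all tested compounds plus 3 SD, cut at about 28% in these data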;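 also: 0% = plate median of test compound wells and 100% = 2 mM ZnCl2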
UBC9 SUMO inh: blocks human SUMOylation mediated by UBC9; P63279; HTRF SUMOylation assay, SAE1/SAE2 + UBC9, in vitro; inhibition, % at 35 µM; 290,000 tested, 0.36% active; in the data active = inhibition above about 50%, passing the limit was not always enough; also: strong numbers were not always called active
Target sequence (P63279 whole entry, looked up): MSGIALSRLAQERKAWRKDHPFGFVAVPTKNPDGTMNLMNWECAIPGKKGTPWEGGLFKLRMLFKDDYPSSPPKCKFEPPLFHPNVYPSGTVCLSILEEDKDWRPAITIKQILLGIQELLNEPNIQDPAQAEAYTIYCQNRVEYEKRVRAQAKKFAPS
IMP-1 inh: blocks Pseudomonas aeruginosa IMP-1 metallo-beta-lactamase; purified IMP-1, nitrocefin hydrolysis, epi-absorbance fluorescence; inhibition, % at 5.6 µM; 290,000 tested, 0.45% active;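 active = inhibition above the mean plus 3 SD of all compounds in the same screening run, cut at about 4.5% in these data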;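 also: 0% = IMP-1 with DMSO and 100% = DMSO wells lacking enzyme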
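System: purified IMP-1 / Input: IMP-1 dispensed at 0.2 nM / Medium: 50 mM HEPES pH 7.1, 50 µM ZnSO4, 0.05% Brij 35 / Timing: 15 min enzyme–compound preincubation, then 25 min nitrocefin reaction, 25 °C / Technique: plate fluorescence quenching by hydrolysis product, ex 480/em 530 nm / Repeats: singlicate testing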
VIM-2 inhibitor: blocks Pseudomonas aeruginosa VIM-2 metallo-beta-lactamase; purified VIM-2, nitrocefin hydrolysis, epi-absorbance fluorescence; inhibition, % at 5.6 µM; 290,000 tested, 0.89% active;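 active = inhibition above the mean of all tested compounds plus 3 SD, cutoff set per screening run, cut at about 7.5% in these data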;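 also: red hydrolysis product quenches plate fluorescence so inhibitors raise well fluorescence; 0% = enzyme with DMSO and 100% = DMSO without enzyme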
* hit, by the source's call; nt = no result given.

smiles	HCV NS3 hel inh	p-CIP stab down	IDE cell activ	IDE inh	DNA FID counter	M18AAP inhibitor	UBC9 SUMO inh	IMP-1 inh	VIM-2 inhibitor
CSCCC(NS(=O)(=O)/C=C/c1ccccc1)C(=O)N1CCC(C)CC1 (stereo not given)	5	nt	-1	0	-28	-4	nt	-0.9	-1.6
Cc1cc(Cl)ccc1OCc1n[nH]c(=S)n1C1CCCCC1	-2	-6	0	6	-22	-8	14	-0.8	-1.2
CC1CC(=O)C2=C(C1)OC(N)=C(C#N)C2c1coc2ccccc2c1=O (stereo not given)	-4	-17	2	14	-7	-2	8	-1.6	-1.0
Cn1cccc1/C=N/NC(=O)c1cccs1	1	-6	8	-8	-6	0	12	-1.6	0.9
COC(=O)C1=C(C)NC(=S)NC1c1ccc(-c2cccc(Cl)c2)o1 (stereo not given)	27	3	-1	11	-20	13	4	-1.1	-1.0
Cc1cccc(-n2ccc(=O)c(C(=O)Nc3ccc(S(=O)(=O)N4CCOCC4)cc3)n2)c1	-3	4	3	-7	-10	-3	7	-1.3	-0.7
CCOC(=O)c1[nH]cnc1C(=O)Nc1cccc(N)n1	nt	0	-5	1	nt	nt	2	nt	nt
CCOC(=O)/C(=C\c1c[nH]c2ccccc12)NC(C)=O	2	-16	-4	0	2	-5	13	0.9	-0.8
CC1CN(c2ccnc3cc(Cl)ccc23)CC(C)O1 (stereo not given)	2	-10	-2	-2	-5	-6	29	-1.0	0.8
O=C(NN=C1c2ccccc2-c2ccccc21)c1cccc(Br)c1	1	-11	2	-2	-1	-8	28	-2.3	-3.7
CCCNC(=O)CSc1nc2[nH]ncc2c(=O)[nH]1	1	11	2	2	4	14	-7	-1.8	-1.3
COc1ccc(Cl)cc1NC(=O)NC1CCCCC1	0	-6	0	11	-3	-3	8	-3.3	-4.5
O=C(CSc1nc2c(c(=O)n1-c1ccccc1)SCC2)N1CCN(c2ccccc2)CC1	2	0	-29	2	-10	-8	5	-3.0	0.0
CC1CCN(S(=O)(=O)c2cccc(-c3csc(-c4cccnc4)n3)c2)CC1	2	-10	-3	1	-12	4	-21	-3.0	-0.8
CC(=O)NC1CC(C)(C)N(OC(C)=O)C(C)(C)C1	1	-2	-4	nt	-1	-3	1	-2.2	-1.1
Cc1ccc(S(=O)(=O)N2CC(O)CC2C(=O)OCc2nc3sc(C)c(C)c3c(=O)[nH]2)cc1 (stereo not given)	-10	-14	6	2	-13	-1	19	-1.8	0.6
CCOC(=O)N1CCN(C(=O)c2n[nH]c(=O)c3ccccc23)CC1	7	-6	0	4	-5	-2	16	0.8	-2.8
Cc1ccc(C)c(N2CCN(S(=O)(=O)c3ccc4c(c3)C(C)(C)C(=O)N4C)CC2)c1	-16	-8	0	1	-33	3	-2	-2.3	-0.8
CC(C)NC(=O)COC(=O)c1ccc(Oc2ccccc2)cc1	-2	-14	6	-2	-17	3	12	-4.1	-6.0
Cc1ccc2nc(-c3ccc(NC(=O)CN4C(=O)c5ccccc5C4=O)cc3)sc2c1	12	-6	-7	2	-2	-5	22	-2.5	-0.6
O=C(/C=C/c1cccs1)c1ccc(NC(=O)c2cccc(Br)c2)cc1	4	-7	-5	1	-4	-2	0	0.0	-1.6
NC(=O)N/N=C\c1cccs1	11	-12	nt	2	-3	2	1	-2.9	-1.6
O=C(Nc1ccc(N2CCOCC2)cc1)c1nc2ccccc2s1	-1	2	-6	0	-1	3	31	-3.3	-3.0
Cc1ccc(NC(=O)Cn2nnc(C(=O)NCc3ccccc3)c2N)cc1C	-1	0	-1	5	-12	1	-5	-2.4	-4.1
CC(=O)Nc1ccc(Nc2cc(-c3ccccc3)nc3ncnn23)cc1	1	-6	-8	4	-8	6	10	-2.3	-2.7
COc1ccc(CNC(=O)c2cc(-c3cc(C)cc(C)c3O)n[nH]2)cc1	4	-9	0	-2	-17	-7	0	-3.2	-3.3
N=C1/C(=C/c2ccc(OC(=O)c3ccco3)cc2)C(=O)N=C2SC=CN12	12	4	-3	3	-5	3	9	-2.1	-2.4
Cc1nnc(SCC(=O)Nc2nnc(SCc3cccc(Br)c3)s2)s1	26	-13	-1	15	-6	-14	17	0.5	1.2
CC(C)OCC(O)CN1CCC(Cc2ccccc2)CC1 (stereo not given)	15	0	5	6	5	3	-5	-0.7	-1.0
COCCNc1nnc(SCC(=O)c2ccc3c(c2)OCO3)s1	-4	12	6	6	-5	7	15	-2.1	-3.9

The closing 2 compounds of the section before are carried over, then new ones follow:
smiles	HCV NS3 hel inh	p-CIP stab down	IDE cell activ	IDE inh	DNA FID counter	M18AAP inhibitor	UBC9 SUMO inh	IMP-1 inh	VIM-2 inhibitor
CC(C)OCC(O)CN1CCC(Cc2ccccc2)CC1 (stereo not given)	15	0	5	6	5	3	-5	-0.7	-1.0
COCCNc1nnc(SCC(=O)c2ccc3c(c2)OCO3)s1	-4	12	6	6	-5	7	15	-2.1	-3.9
Cc1ccc(C)c(N(C)S(=O)(=O)c2ccc3c(c2)oc(=O)n3C)c1	-2	-10	2	1	-20	1	-5	-3.2	-0.1
CC(Oc1ccc2ccc(=O)oc2c1)C(=O)NCCN1CCOCC1 (stereo not given)	1	-2	1	2	-9	-8	16	-2.6	-0.7
COc1ccccc1OCCSc1nnnn1C1CCCCC1	11	nt	4	4	-27	5	nt	0.0	-2.0
C/C=C/C(=O)OCC(=O)NC(=O)NC(C)C	-2	3	1	3	1	-11	-1	1.8	-1.1
N#Cc1cn(CC(=O)NCc2cccnc2)c2ccccc12	4	-3	2	-1	-2	-3	4	-2.0	-2.4
O=C(COC(=O)c1cc[n+]([O-])cc1)Nc1cccc(Cl)c1Cl	5	10	1	3	-2	-4	2	-2.7	-1.1
O=C1N=C(N2CCOCC2)S/C1=C\C=C/c1ccccc1	3	9	6	-6	-10	1	-26	-2.2	-6.6
Cn1nc(C(C)(C)C)cc1C(=O)NCc1ccc(N2CCCC2=O)cc1	-3	-20	3	7	-14	-1	4	-2.3	-0.6
COc1cc(/C=N/NC(=O)CCn2c3ccccc3c3ccccc32)ccc1O	-20	2	7	8	-1	-2	-26	-1.8	-3.0
CC1Cc2ccccc2N1C(=O)C1CCCN1S(=O)(=O)c1ccc(Cl)cc1 (stereo not given)	-9	-11	2	-1	-7	0	25	-2.9	-2.2
CC(C)C(=O)Nc1ccc2nn(-c3ccc(F)cc3)nc2c1	10	-4	0	2	-5	0	16	-3.0	-1.3
COc1ccc(CCNC(=O)CSc2nn(-c3ccccc3)c(=S)s2)cc1	-3	-12	7	3	-4	-1	17	-2.1	-2.3
CCOC(=O)c1c(C)[nH]c(C)c1S(=O)(=O)N1CCN(c2cccc(C)c2)C(C)C1 (stereo not given)	32	14	-2	-1	13	2	-29	-0.8	1.4
Cc1ccc(OCCNC(=O)CCc2nc3sc4c(c3c(=O)[nH]2)CCCC4)cc1	3	-1	-1	5	-44	1	0	-2.7	-0.7
O=C(CCC(=O)N/N=C/c1cc(Cl)cc(Cl)c1O)NCc1ccccc1	-4	-16	0	4	-2	-6	35	-1.9	-3.6
O=C(Nc1nc2ccccc2s1)c1ccc(OCC2CCCO2)cc1 (stereo not given)	-11	-14	2	-5	-20	0	11	-1.1	-2.0
CC[C@@H](C)C(NC(=O)OC(C)(C)C)c1cn([C@@H](Cc2ccc(O)cc2)C(=O)N2CCN(C(=O)OC(C)(C)C)CC2)nn1 (stereo not given in full)	1	-8	2	4	-52	2	-14	-1.6	-4.7
COc1cccc(CC(=O)Nc2ccc3c(c2)CCC3)c1	-14	2	2	-2	-19	-1	-2	-1.4	-2.0
CCNC(=O)N1CCN(C(=O)NCC)CC1	3	-3	1	4	-4	-8	18	0.9	-0.1
NCCCCCC(=O)N/N=C/c1ccc2nccnc2c1	-5	-6	8	4	-1	0	15	-2.5	-1.5
COc1ccc(/C=N/n2c(-c3cccs3)n[nH]c2=S)cc1	5	-1	-6	0	-14	16	-6	-2.0	-0.2
O=C(COc1ccc2ccccc2c1)Nc1nccs1	-10	-27	4	0	-13	0	-8	-0.8	-4.5
COc1ccc(S(=O)(=O)NCc2ccco2)cc1C(=O)N1CCOCC1	10	2	1	-3	-8	7	-12	-0.5	-1.6
CC1(C)Cc2[nH]c(=O)c(C#N)cc2CS1	6	-7	4	5	-4	0	12	-1.4	-2.2
COCCCNC(=O)C1CCN(S(=O)(=O)N(CC(C)C)CC(C)C)CC1	-3	-11	5	4	-24	2	21	0.2	-2.7
O=C1CN(C(=O)CSc2nc3ccccc3c(=O)n2Cc2ccc(F)cc2)c2ccccc2N1	2	-5	2	4	-30	-5	-22	-1.7	-1.7
CCOC(=O)C1=C(CC)Nc2ccccc2N/C1=N\S(=O)(=O)c1ccc(C(=O)OCC)cc1	10	17	5	1	-8	4	-35	-1.7	-2.1
Fc1ccc(CNCCC(Cc2ccccc2)c2ccco2)cc1 (stereo not given)	-48	-5	0	5	14	-5	-4	-1.7	-2.6
CCOC(=O)c1c(NC(=O)COC(=O)CNC(=O)c2ccco2)sc(C)c1C	15	-7	0	-1	-26	3	-4	-1.6	1.7
COc1ccc(NC(=O)CSc2nnc(-c3ccccn3)n2N)c(OC)c1	-5	-13	1	3	-7	7	15	0.0	-1.3
Cc1noc(C)c1C(=O)N1CCC(C(=O)c2ccc(F)cc2F)CC1	2	2	2	6	-13	16	14	-1.8	-4.0
NC1=NC(=O)/C(=C/c2cn(Cc3ccccc3)c3ccccc23)S1	-13	-4	-1	7	-1	9	-4	-6.4	-1.9
O=C(OCc1csc(-c2ccccc2)n1)c1ccc(O)cc1	-20	-10	-4	-1	-8	0	-7	-0.6	-0.9
Cc1ccccc1-n1c(SCC(=O)N2CCC(C(=O)O)CC2)nnc1-c1ccncc1	-19	-2	-2	11	-31	-1	15	-2.3	-4.1
CC(=O)Nc1ccc(N2CC(C)(C)C2=O)cc1	9	-14	0	-6	0	-3	14	-1.8	-2.1
COC(=O)CNC(=O)c1ccc(=O)oc1	5	-21	2	0	5	2	7	-1.2	-1.4
CCCC(C(=O)NC1CCCC1)N(Cc1ccc2c(c1)OCO2)C(=O)c1snc(C(N)=O)c1N (stereo not given)	-6	-4	5	4	-31	1	-15	-2.0	-1.9
COc1cccc(NC(=O)CCC2CCN(C(=O)c3c(C)noc3C)CC2)c1	-1	4	6	-4	-21	2	1	-0.8	0.2
Cc1ccc(S(=O)(=O)NCCOc2nc(N3CCOCC3)nc(N3CCOCC3)n2)cc1	1	-10	-1	-2	-29	-3	18	-2.1	-2.3
CSc1nc(-c2ccc(C)cc2)[nH]c1S(=O)(=O)c1ccccc1	-7	7	5	5	-8	3	-8	-1.5	-3.9
